SENP8 block-1: blocks human SENP8 cleavage of Nedd8 substrate; Q96LD8; recombinant SENP8, Nedd8 substrate fluorescence; inhibition, % at 20 µM; hit rate 0.64% among 360,000; AID 602440; in the data active = inhibition mostly above about 40%, no sharp cut-off; inactive = mostly below about 27%
Target sequence (Q96LD8 whole entry, looked up): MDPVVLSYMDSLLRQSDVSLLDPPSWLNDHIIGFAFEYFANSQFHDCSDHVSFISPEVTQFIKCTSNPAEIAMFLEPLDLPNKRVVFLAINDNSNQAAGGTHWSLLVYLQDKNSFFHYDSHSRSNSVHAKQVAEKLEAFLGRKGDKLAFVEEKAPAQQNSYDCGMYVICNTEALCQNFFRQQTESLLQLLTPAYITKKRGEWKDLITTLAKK
PfGluPho inh: PfG6PD (Plasmodium falciparum) enzyme inhibition; hit rate 0.78% among 350,000; AID 504690; PfGluPho enzyme, NADPH resazurin-diaphorase fluorescence; inhibition, % at 20 µM;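 active = inhibition reaching at least a set limit at 20 µM in the primary screen, cut at about 59% in these data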;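 also: 0% = DMSO wells with substrate and 100% = DMSO wells lacking glucose-6-phosphate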
SENP6 block: SENP6 protease inhibition. Recombinant SENP6 catalytic domain, aminoluciferin luminescence. inhibition, % at 10 µM. hit rate 1.8% among 330,000;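 active = inhibition above about 50% at the single tested dose, limit read from the data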;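 also: plate controls were DMSO wells with enzyme for no effect and DMSO wells lacking enzyme for full effect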
SENP8 block-2: blocks the human protease SENP8; Q96LD8; purified SENP8, Z-RLRGG-aminoluciferin cleavage, luminescence; inhibition, % at 10 µM; hit rate 1.2% among 330,000; AID 2540; in the data active = inhibition above about 50%
Apaf-1 inh: inhibitors of human Apaf-1 apoptosome. O14727. reconstituted apoptosome caspase-3 activity, DEVD-Rh110 fluorescence. inhibition, % at 20 µM. hit rate 0.71% among 330,000; active = inhibition of at least 40% at 20 µM;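 also: plate controls were DMSO wells for no effect and DEVD-CHO caspase inhibitor wells for full effect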
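Material: cell-free apoptosome with Apaf-1, procaspase-3 and caspase-9; Buffer or medium: Hepes pH 7.5 with detergent and BSA; Reagent: cytochrome c trigger plus (Z-DEVD)2-Rh110 caspase-3 substrate; Times: compound with Apaf-1, dATP, procaspase-3 30 min, then 50 min reaction, room temperature; Technique: Rh110 fluorescence intensity.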
SENP7 inh: SENP7 protease inhibition. Q9BQF6. recombinant SENP7, Z-RLRGG-aminoluciferin luminescence, 40 min. inhibition, % at 5 µM. hit rate 1.5% among 330,000;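 active = inhibition above about 50% at the single test dose, limit read from the data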;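 also: plate controls were DMSO with enzyme for no effect and no enzyme buffer wells for full effect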
Target sequence (Q9BQF6 706-1050 limits assumed): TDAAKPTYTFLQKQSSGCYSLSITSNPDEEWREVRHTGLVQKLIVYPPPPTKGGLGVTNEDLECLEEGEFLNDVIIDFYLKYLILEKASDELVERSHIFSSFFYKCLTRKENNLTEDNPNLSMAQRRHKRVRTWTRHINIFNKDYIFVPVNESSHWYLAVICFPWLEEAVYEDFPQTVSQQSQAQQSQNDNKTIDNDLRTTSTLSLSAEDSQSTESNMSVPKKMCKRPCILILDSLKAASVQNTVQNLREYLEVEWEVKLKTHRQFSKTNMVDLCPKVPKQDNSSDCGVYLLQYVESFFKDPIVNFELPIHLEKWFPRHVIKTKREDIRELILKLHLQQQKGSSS
SENP1 FRET inh: inhibitors of human SENP1 SUMO protease catalytic domain | recombinant SENP1 catalytic domain, CyPet-SUMO1-YPet FRET cleavage | inhibition, % at 10 µM | hit rate 0.21% among 360,000 | AID 624204;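 active = inhibition at least 30% at 10 µM, raw YFP signal under a set limit, fluorescence ratio 0.5 to 1.5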;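 also: 0% = enzyme with DMSO and 100% = no enzyme wells; some results filed as inactive read as strong as hits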
Target sequence (Q9P0U3 419-644 limits assumed): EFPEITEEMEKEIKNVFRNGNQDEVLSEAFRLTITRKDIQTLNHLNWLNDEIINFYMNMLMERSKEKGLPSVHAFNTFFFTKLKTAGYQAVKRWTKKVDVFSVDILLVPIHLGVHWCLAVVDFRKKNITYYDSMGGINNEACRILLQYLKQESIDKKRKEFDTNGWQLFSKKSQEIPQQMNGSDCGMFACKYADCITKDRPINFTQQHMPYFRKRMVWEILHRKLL
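Material: hSENP1 catalytic domain, recombinant; medium: Tris pH 8 with BME, BSA, NP40 and catalase; compound: single concentration of 10 µM compound, 0.5% DMSO final; technique: FRET read of cyan and yellow fluorescence; timing: 50 min enzyme reaction, room temperature, light-protected; reagent: SFCypet-SUMO1-SFYpet substrate at 25 nM; control set: no-enzyme low, enzyme-DMSO high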
HKDC1 inhibitor: inhibitors of human hexokinase HKDC1; Q2TB90; hit rate 0.16% among 340,000; recombinant HKDC1, G6PDH/diaphorase resazurin coupled fluorescence; inhibition, % at 20 µM;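 active = inhibition above about 35% when tested at 20 µM, limit read from the data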;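 also: plate controls were DMSO wells with enzyme for no effect and DMSO wells lacking enzyme for full effect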
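Test system: HK5 enzyme. Quantity: 5 µg/mL HK5 final. Reagent: glucose and ATP substrates. Schedule: 90 min reaction incubation at room temperature, dark. Technique: resazurin-to-resorufin fluorescence via G6PDH and diaphorase coupling, 525/613 nm. Control set: DMSO wells with and without enzyme mix.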
Starred values were filed as active, the others as inactive; x = not tested or not shown.

SMILES	SENP8 block-1	PfGluPho inh	SENP6 block	SENP8 block-2	Apaf-1 inh	SENP7 inh	SENP1 FRET inh	HKDC1 inhibitor
Cc1cc(/C=C(\C#N)C(=O)Nc2ccccc2)c(C)n1-c1cccnc1	-119	2	-20	-14	2	-9	-14	-6
Cc1ccc(S(=O)(=O)NCc2ccc(C(=O)NC3CCCCC3)cc2)cc1	7	5	-3	-2	-4	-6	2	-8
CCOC(=O)CN1C(=O)N[C@@H](c2ccccc2)[C@@H](C(=O)OC)[C@H]1C	2	0	-18	-14	-2	13	1	7
CCN(CC)S(=O)(=O)c1cccc(NC(=O)COc2ccc(C#N)cc2OC)c1	13	-12	-15	-21	3	-14	1	4
Cn1ncc([N+](=O)[O-])c1C(=O)Nc1ccccc1C(=O)O	8	-7	-4	3	-10	-1	0	-7
COc1ccc(C(=O)CSc2nnc(-c3cc(C)cc(C)c3)o2)cc1	12	-6	-8	0	-7	0	1	6
Cc1cc(-n2nc(C)cc2C)n2nc(C)c(-c3ccc(Cl)cc3)c2n1	1	-10	-3	0	-7	3	0	-8
O=C(NCc1ccccn1)Nc1ccccc1F	0	-2	-21	-6	1	-9	0	-5
CC1(C)C(=O)OC(C(=O)c2ccc(Cl)cc2)C(C)(C)C1=O (configuration not stated)	12	-11	-1	2	1	7	-2	-7
Cc1cc(NC(=O)CS(=O)(=O)c2cn(Cc3cccc(F)c3)c3ccccc23)no1	28	13	-4	-1	9	-3	1	12
COc1ccc(C(=O)C[n+]2cccc(C(N)=O)c2)cc1	21	2	-6	0	-5	-3	0	-11
COC(=O)CNC(c1ccccc1)c1cc(C)ccc1NS(=O)(=O)c1ccc(C)cc1 (configuration not stated)	20	0	6	6	10	0	-1	-3
O=c1[nH]c(CSc2nc3ccccc3s2)nc2cc(Cl)ccc12	x	x	10	-3	8	-4	x	x
COc1cc(NC(=O)C2CCCN(c3ncnc4c3nc3n4CCCCC3)C2)cc(OC)c1OC (configuration not stated)	14	-12	-2	-11	1	-8	3	-5
CC1CC=C(c2ccccc2)C(=S)N1 (configuration not stated)	12	11	-4	-7	-10	-4	3	1
CN1CCN(C(=O)OCCOCCOC(=O)N2CCN(C)CC2)CC1	14	3	x	x	x	x	3	-8
CC(C)(C)c1ccc(C(=O)c2c[nH]c(C(=O)NCCCN3CCOCC3)c2)cc1	-1	6	2	-4	5	1	4	6
CCOC(=O)C(C)On1c(-n2nc(C)cc2C)nc2ccccc2c1=O (configuration not stated)	20	2	-10	-15	11	-7	1	0
COc1ccc(N2CCN(C(CNS(=O)(=O)c3cc(F)ccc3F)c3cccnc3)CC2)cc1 (configuration not stated)	23	10	3	3	-6	6	0	1
COc1cc(/C=N/Nc2snc(SC)c2C#N)cc(OC)c1OC	-386	-6	8	-3	-17	0	-26	9
Cc1nc(NCc2ccc3c(c2)OCO3)c2oc3ccccc3c2n1	11	6	1	-5	3	-5	-4	-2
Cc1nc2ccc(S(=O)(=O)NC(C(=O)NCc3ccc4c(c3)OCO4)C(C)C)cc2s1 (configuration not stated)	9	4	1	-13	13	-8	-1	-2
COC(=O)Nc1ccc(Cn2cc(C(F)(F)F)ccc2=O)cc1	6	-7	-2	-10	6	-4	1	-9
CCN(CC)c1ccc(/C=N/Nc2nc(C)cc(=O)[nH]2)cc1	-306	-7	-5	-4	-9	-12	-35	-1
Cn1c(C(=O)Nc2ccc3c(c2)OCO3)cc2c(=O)n(C)c3ccccc3c21	-37	9	-11	-9	3	15	0	0

Among those listed so far, 3 contain a cyano group.
SMILES	SENP8 block-1	PfGluPho inh	SENP6 block	SENP8 block-2	Apaf-1 inh	SENP7 inh	SENP1 FRET inh	HKDC1 inhibitor
Cc1cc(/C=C(\C#N)C(=O)Nc2ccccc2)c(C)n1-c1cccnc1	-119	2	-20	-14	2	-9	-14	-6
CCN(CC)S(=O)(=O)c1cccc(NC(=O)COc2ccc(C#N)cc2OC)c1	13	-12	-15	-21	3	-14	1	4
COc1cc(/C=N/Nc2snc(SC)c2C#N)cc(OC)c1OC	-386	-6	8	-3	-17	0	-26	9

Part of the list above, field by field.
> COc1cc(/C=N/Nc2snc(SC)c2C#N)cc(OC)c1OC
  SENP8 block-1 = -386	PfGluPho inh = -6	SENP6 block = 8	SENP8 block-2 = -3	Apaf-1 inh = -17	SENP7 inh = 0	SENP1 FRET inh = -26	HKDC1 inhibitor = 9
> CC(C)(C)c1ccc(C(=O)c2c[nH]c(C(=O)NCCCN3CCOCC3)c2)cc1
  SENP8 block-1 = -1	PfGluPho inh = 6	SENP6 block = 2	SENP8 block-2 = -4	Apaf-1 inh = 5	SENP7 inh = 1	SENP1 FRET inh = 4	HKDC1 inhibitor = 6
> CCN(CC)S(=O)(=O)c1cccc(NC(=O)COc2ccc(C#N)cc2OC)c1
  SENP8 block-1 = 13	PfGluPho inh = -12	SENP6 block = -15	SENP8 block-2 = -21	Apaf-1 inh = 3	SENP7 inh = -14	SENP1 FRET inh = 1	HKDC1 inhibitor = 4
> COC(=O)CNC(c1ccccc1)c1cc(C)ccc1NS(=O)(=O)c1ccc(C)cc1 (configuration not stated)
  SENP8 block-1 = 20	PfGluPho inh = 0	SENP6 block = 6	SENP8 block-2 = 6	Apaf-1 inh = 10	SENP7 inh = 0	SENP1 FRET inh = -1	HKDC1 inhibitor = -3

Later entries
SMILES	SENP8 block-1	PfGluPho inh	SENP6 block	SENP8 block-2	Apaf-1 inh	SENP7 inh	SENP1 FRET inh	HKDC1 inhibitor
Cc1ccc(C(=O)NCCn2ccc3ccccc32)cc1[N+](=O)[O-]	6	10	-2	8	-13	-1	0	14
O=C(CSc1nnc2ccccn12)Nc1cccc(S(=O)(=O)N2CCOCC2)c1	-1	3	-17	-1	-6	-2	0	-3
CCC(CC)c1nnc(NC(=O)C2COc3ccccc3O2)s1 (configuration not stated)	23	-17	17	0	2	1	0	-2
Cc1cc(C(=O)NCC(=O)OC(C(=O)Nc2cc(C(F)(F)F)ccc2Cl)c2ccccc2)ccc1[N+](=O)[O-] (configuration not stated)	8	8	-7	-2	23	-3	1	6
O=C(Nc1cccnc1)c1cc2cc(Br)ccc2oc1=O	12	-25	x	x	x	x	3	32
CC(C(=O)Nc1ncccn1)(c1ccccc1)c1ccccc1	3	-10	-9	2	-3	-4	2	-8
CC1=NOC2(C1)/C(=N/O)CCC/C2=N\O (configuration not stated)	2	-8	-9	-13	-2	-2	3	0
COc1ccc(OC)c(C(=O)NC2CC(C)(C)Cc3c2cnn3-c2ccccc2)c1 (configuration not stated)	-51	-1	-9	-3	19	-5	1	-3
O=C(O)CCCC(=O)N1CCN(c2ncccn2)CC1	2	-2	0	0	-13	-11	1	-3
O=C(COc1ccccc1)NNc1c2ccccc2nc2ccccc12	-82	6	15	12	23	13	-22	-4
CCn1c2ccccc2c2cc(NC(=O)C(C)Oc3ccccc3)ccc21 (configuration not stated)	-23	5	-1	2	10	8	-3	-2
COc1ccc(CN2CCCC(C(=O)N3CCCCC3)C2)c(OC)c1 (configuration not stated)	13	-15	17	1	-25	0	1	-6
CS(=O)(=O)N1CCN(c2ccccc2NC(=O)c2ccc(-c3ccc(Br)cc3)o2)CC1	-60	2	-14	-20	13	-9	0	-5
N=C(N)SCc1cn2ccccc2n1	11	-23	15	4	1	8	-1	9
Fc1ccc2nc(Nc3nc4cc5c(cc4s3)OCO5)sc2c1	-395	-2	-23	-17	-7	5	-18	1
O=C(COc1ccc(Cl)cc1[N+](=O)[O-])N1CCCCCC1	10	-8	-34	-12	0	1	-7	15
COc1cc(-c2noc(C)c2-c2ccc3[nH]ccc3c2)cc(OC)c1OC	-43	22	0	-9	5	5	-5	-2
COc1ccc(OC)c(C(=O)c2coc3ccc(OCC(=O)O)cc23)c1	-120	-10	-37	-5	11	4	2	-8
Oc1csc(Cc2nc(-c3ccc(Br)cc3)cs2)n1	5	6	-3	-13	2	7	12	-14
Cc1ccc(C(=O)NCCc2ccncc2)cc1	14	-2	-10	-20	-11	-8	0	-5
Cc1ccc(-c2nc3ncccn3c2Nc2ccc3c(c2)OCO3)o1	-12	19	-4	-1	-6	15	43*	-4
CN(C)c1cccc(O)c1	-9	36	-15	-6	0	1	-8	6
CC(C)N(Cc1nccn1C)C(=O)CCc1nnc(CCCc2ccccc2)o1	22	-9	-9	-3	-9	2	1	-7
CC(=O)N1CCN(S(=O)(=O)c2cccc(C(=O)OCC(=O)N(Cc3ccccc3)C(C)(C)C)c2)CC1	6	1	2	-10	17	0	1	4
CCN(CCCNC(=O)C1c2ccccc2C(=O)N(CCOC)C1c1ccc(F)cc1)Cc1ccccc1 (configuration not stated)	-2	2	-6	-5	0	8	0	-11
New compounds follow.
SMILES	SENP8 block-1	PfGluPho inh	SENP6 block	SENP8 block-2	Apaf-1 inh	SENP7 inh	SENP1 FRET inh	HKDC1 inhibitor
CCN(CC)S(=O)(=O)c1ccc2c(c1)c(=O)c(C(=O)NCCN(C)CCc1ccccc1)cn2C	10	-12	-4	4	-7	0	2	-5
Cc1ccc(S(=O)(=O)N2CCN=C2SCc2ccccc2)cc1	10	69*	8	-1	4	2	2	4
C=CCn1c(SCC(=O)NC2(C)CCS(=O)(=O)C2)nc2ccccc21 (configuration not stated)	20	-1	-6	-9	-1	-11	0	2
COc1ccc(CN(Cc2ccccn2)S(=O)(=O)c2ccc(-n3cnnn3)cc2)cc1	18	24	-3	-3	16	-7	0	4
CCCNC(=S)N1CCN(c2nc(C)nc3sc4c(c23)CCCC4)CC1	1	13	-5	-2	29	6	1	10
O=C(COc1ccc(Br)cc1CNCCc1ccccc1)NCc1ccccc1	26	-1	8	-6	-5	14	-3	-6
O=C(CNC(=O)c1ccco1)NCC(c1ccco1)N1CCCCC1 (configuration not stated)	2	8	2	1	14	8	0	-6

A few values from the entries so far.
C=CCn1c(SCC(=O)NC2(C)CCS(=O)(=O)C2)nc2ccccc21 (configuration not stated) | SENP8 block-2 = -9
O=C(CNC(=O)c1ccco1)NCC(c1ccco1)N1CCCCC1 (configuration not stated) | SENP1 FRET inh = 0
